Screening data deposited in PubChem by Broad Institute.
IDH1 R132H inh: inhibitors of IDH1 R132H reductase, primary screen, biochemical, plate reader, single point; Isocitrate dehydrogenase [NADP] cytoplasmic (Homo sapiens), O75874; diaphorase/resazurin fluorescence, 60 min; inhibition, % at 10 µM; 0.18% of 70,000 active; AID 624101, 2012; in the data active means inhibition above about 34%;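 further: 0% = DMSO and 100% = no enzyme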
Target sequence (O75874 whole entry R132H): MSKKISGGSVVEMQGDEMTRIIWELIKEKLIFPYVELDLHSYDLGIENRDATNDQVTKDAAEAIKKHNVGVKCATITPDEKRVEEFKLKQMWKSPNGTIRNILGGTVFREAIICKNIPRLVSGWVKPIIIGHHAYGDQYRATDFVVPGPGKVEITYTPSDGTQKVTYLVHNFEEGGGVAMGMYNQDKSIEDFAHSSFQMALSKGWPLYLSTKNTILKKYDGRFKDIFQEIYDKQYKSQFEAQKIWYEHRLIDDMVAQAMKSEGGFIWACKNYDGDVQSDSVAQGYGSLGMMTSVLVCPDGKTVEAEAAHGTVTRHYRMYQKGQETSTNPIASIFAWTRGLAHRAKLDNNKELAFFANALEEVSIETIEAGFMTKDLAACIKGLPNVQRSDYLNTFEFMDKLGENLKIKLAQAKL
EZH2 inh: EZH2/PRC2 methyltransferase inhibitors, primary screen, biochemical, DELFIA time-resolved fluorescence, single point; AID 651548, 2012; PRC2 H3K27 methylation, DELFIA TRF, 1 h; 0.35% of 57,000 active; inhibition, % at 12.5 µM;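 active means mean inhibition of replicates at least 50% and every single replicate also reaching 50%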;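 further: dimethyl H3K27 on biotinylated H3 21-44 peptide detected by antibody; plate controls were median neutral control wells for no effect and median positive control wells for full effect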
* marks the source's active call; other numbers are inactive results; . = no result given; & = joins results of further samples.

SMILES | IDH1 R132H inh | EZH2 inh
C[C@H](NC(=O)C[C@@H]1C=C[C@@H](NS(=O)(=O)c2cccc(F)c2)[C@H](CO)O1)c1ccccc1 | -0.1 | 15
O=C(NCCNc1ccc(C(F)(F)F)cc1[N+](=O)[O-])c1cccc(Br)c1 | -0.2 | -4
C[C@@H]1CN([C@@H](C)CO)S(=O)(=O)c2ccc(-c3ccc(C(=O)N(C)C)cc3)cc2O[C@H]1CN(C)C(=O)Cc1ccccn1 | -1.0 | -1
CCCNC(=O)Nc1ccc2c(c1)C(=O)N(C)C[C@H](OC)[C@H](C)CN(C(=O)C1CC1)[C@H](C)CO2 | 0.2 | 1
C[C@@H]1CN([C@H](C)CO)S(=O)(=O)c2ccc(Br)cc2O[C@H]1CN(C)S(C)(=O)=O | . | 2&-6
C[C@H]1CN([C@@H](C)CO)C(=O)c2cc(NC(=O)C3CC3)ccc2O[C@@H]1CN(C)Cc1ccc(C(=O)O)cc1 | 0.0 | -9
CCC(=O)Nc1ccc2nc(SCc3ccccc3C#N)sc2c1 | 0.2 | 13
COc1ccc(NC(=O)Nc2ccc3c(c2)C(=O)N([C@@H](C)CO)C[C@H](C)[C@@H](CN(C)S(=O)(=O)c2ccccc2)O3)cc1 | 0.8 | .
C[C@@H]1CN([C@H](C)CO)C(=O)c2cc(NS(=O)(=O)c3cccs3)ccc2O[C@@H]1CN(C)S(=O)(=O)c1cn(C)cn1 | -0.4 | .
C[C@H]1CN([C@@H](C)CO)C(=O)c2cccc(NC(=O)Nc3ccccc3)c2O[C@@H]1CN(C)Cc1ccc(C(=O)Nc2ccccc2N)cc1 | . | -31
Cc1ccc(S(=O)(=O)N(C)C[C@H]2Oc3ccc(NC(=O)CCCCCC(=O)Nc4ccccc4N)cc3C(=O)N([C@@H](C)CO)C[C@H]2C)cc1 | . | 7
COC(=O)c1ccccc1NC(=O)CNS(=O)(=O)c1c(C)cc(C)cc1C | 0.1 | 2
COc1ccc(NC(=O)N(C)C[C@@H]2OCCCC[C@@H](C)Oc3ccc(NS(=O)(=O)c4ccc(Cl)cc4)cc3C(=O)N([C@@H](C)CO)C[C@H]2C)cc1 | 1.8 | .
CCCC#Cc1ccc2c(c1)O[C@H](CN(C)CC1CCOCC1)[C@@H](C)CN([C@@H](C)CO)S2(=O)=O | -0.1 | 3
O=C(Cc1ccccn1)NCC[C@H]1CC[C@@H](NS(=O)(=O)c2ccc(Cl)cc2)[C@@H](CO)O1 | -0.2 | -13
CC(C)NC(=O)Nc1ccc2c(c1)CC(=O)N([C@H](C)CO)C[C@H](C)[C@H](CN(C)S(C)(=O)=O)O2 | 0.7 | 7
O=C(NC1CCCCC1)N[C@@H]1CC[C@@H](CCNS(=O)(=O)c2ccccc2)O[C@@H]1CO | -0.4 | -8
COc1ccc(NC(=O)N(C)C[C@@H]2Oc3ccc(NS(=O)(=O)c4ccc(F)cc4)cc3CC(=O)N([C@H](C)CO)C[C@H]2C)cc1 | -0.1 | .
CCCNC(=O)N1C[C@H](C)[C@@H](OC)CN(C)C(=O)c2cc(NC(=O)CCC)ccc2OC[C@@H]1C | -0.1 | 5
C[C@H](CO)N1C[C@H](C)[C@@H](CN(C)S(=O)(=O)c2ccccc2F)OCc2ccccc2-c2c(n(C)c3ccccc23)C1=O | . | 4

Single records (already shown). Order of values: IDH1 R132H inh, EZH2 inh
`CCC(=O)Nc1ccc2nc(SCc3ccccc3C#N)sc2c1` in the list: 0.2, 13
`C[C@@H]1CN([C@H](C)CO)C(=O)c2cc(NS(=O)(=O)c3cccs3)ccc2O[C@@H]1CN(C)S(=O)(=O)c1cn(C)cn1` in the list: -0.4, .
`Cc1ccc(S(=O)(=O)N(C)C[C@H]2Oc3ccc(NC(=O)CCCCCC(=O)Nc4ccccc4N)cc3C(=O)N([C@@H](C)CO)C[C@H]2C)cc1` in the list: ., 7
`C[C@H]1CN([C@@H](C)CO)C(=O)c2cc(NC(=O)C3CC3)ccc2O[C@@H]1CN(C)Cc1ccc(C(=O)O)cc1` in the list: 0.0, -9
`C[C@@H]1CN([C@@H](C)CO)S(=O)(=O)c2ccc(-c3ccc(C(=O)N(C)C)cc3)cc2O[C@H]1CN(C)C(=O)Cc1ccccn1` in the list: -1.0, -1

(further entries)
SMILES | IDH1 R132H inh | EZH2 inh
C[C@@H]1CN([C@@H](C)CO)C(=O)c2ccccc2-c2ccccc2CO[C@@H]1CN(C)S(=O)(=O)c1cccc(C#N)c1 | -0.6 | -7
Cc1ccc(S(=O)(=O)NCC[C@@H]2CC[C@H](NC(=O)C3CCOCC3)[C@@H](CO)O2)cc1 | 0.1 | 0
C[C@@H]1CN([C@H](C)CO)C(=O)c2cc(NS(=O)(=O)c3ccccc3)ccc2O[C@@H](C)CCCCO[C@@H]1CN(C)Cc1ccncc1 | 0.6 | .
COc1ccc(CN(C)C[C@@H]2OCCCC[C@@H](C)Oc3ccc(NC(=O)Nc4ccc(F)cc4)cc3C(=O)N([C@@H](C)CO)C[C@@H]2C)cc1 | 1.2 | .
COc1ccc(CNC(=O)C[C@H]2C[C@@H]3c4cc(NS(=O)(=O)c5ccc(F)cc5)ccc4O[C@@H]3[C@H](CO)O2)cc1 | 0.3 | -7
O=C(Nc1ccc2c(c1)[C@@H]1C[C@H](CC(=O)N3CCOCC3)O[C@H](CO)[C@@H]1O2)NC1CCCCC1 | 0.1 | 6
C[C@@H]1CN([C@H](C)CO)C(=O)c2cccc(NC(=O)Nc3ccc4c(c3)OCO4)c2O[C@@H]1CN(C)C | 2.6 | .
CNC(=O)CN(c1cccc(Br)c1)S(C)(=O)=O | 0.4 | 2
O=C(C[C@@H]1C[C@H]2c3cc(NC(=O)Nc4ccccc4F)ccc3O[C@H]2[C@H](CO)O1)NCc1cc(F)ccc1F | -0.1 | -36
O=C(C[C@H]1C=C[C@H](NS(=O)(=O)c2ccc(F)cc2)[C@@H](CO)O1)N1CCc2ccccc2C1 | 0.3 | -6
C[C@@H]1CN([C@H](C)CO)C(=O)c2cccc(NC(=O)Nc3ccc(F)cc3)c2O[C@@H]1CN(C)C(=O)Nc1ccc(C(F)(F)F)cc1 | 2.1 | .
C[C@H](CO)N1C[C@H](C)[C@@H](CN(C)S(C)(=O)=O)Oc2c(cccc2N(C)C)C1=O | 4.5 | -5
COc1ccccc1NC(=O)N(C)C[C@@H]1Oc2ncc(C#CC(C)C)cc2C(=O)N([C@H](C)CO)C[C@H]1C | -4.7 | -6
C[C@H](CO)N1C[C@H](C)[C@H](CN(C)Cc2ccc(-c3ccccc3)cc2)Oc2cc(C#CC(C)(C)O)ccc2S1(=O)=O | . | 13
CC(C)C#Cc1ccc2c(c1)O[C@@H](CN(C)C(=O)Nc1ccccc1)[C@H](C)CN([C@H](C)CO)S2(=O)=O | 2.3 | -20
C[C@H]1CN([C@@H](C)CO)C(=O)c2cc(NC(=O)Nc3cccc4ccccc34)ccc2O[C@@H]1CN(C)Cc1ccncc1 | -10 | -11
C[C@@H]1CN([C@H](C)CO)S(=O)(=O)c2ccc(C#Cc3ccncc3)cc2O[C@@H]1CN(C)C(=O)C1CCC1 | . | -2
COc1ccc(S(=O)(=O)N(C)C[C@@H]2Oc3ccc(N(C)C)cc3C(=O)N([C@@H](C)CO)C[C@H]2C)cc1 | 0.6 | -4
Cc1ccc(-c2ccc3c(c2)O[C@@H](CN(C)C(=O)Nc2ccccc2)[C@@H](C)CN([C@H](C)CO)S3(=O)=O)cc1 | -1.1 | -11
CNC[C@@H]1Oc2ncc(-c3ccc(OC)cc3)cc2C(=O)N([C@H](C)CO)C[C@H]1C | -0.2 | -1
C[C@H]1CN([C@@H](C)CO)C(=O)Cc2cc(NC(=O)C3CCCCC3)ccc2O[C@@H]1CN(C)C(=O)Nc1ccc(F)cc1 | -2.6 | 7
COc1ccc([Si](C)(C)[C@@H]2[C@@H](CCO)O[C@]3(C(=O)N(Cc4cccc(NC(=O)[C@H](C)O)c4)c4ccccc43)[C@H]2C)cc1 | . | 24
Cc1ccc(S(=O)(=O)N(C)C[C@H]2Oc3ccc(NC(=O)Nc4ccc(F)cc4)cc3C(=O)N([C@@H](C)CO)C[C@@H]2C)cc1 | . | -5
C/C=C/c1cnc2c(c1)C(=O)N([C@H](C)CO)C[C@@H](C)[C@@H](CN(C)C(=O)C1CCOCC1)O2 | 0.1 | 1
CCCNC(=O)N1C[C@@H](C)[C@H](OC)CN(C)C(=O)c2cc(NS(=O)(=O)CC)ccc2OC[C@@H]1C | 0.0 | 1
COc1ccc(NC(=O)Nc2ccc3c(c2)C(=O)N(C)C[C@@H](OC)[C@@H](C)CN[C@@H](C)CO3)cc1 | . | 6
CC(C)NC(=O)Nc1ccc2c(c1)C(=O)N([C@@H](C)CO)C[C@@H](C)[C@H](CN(C)C(=O)NC(C)C)OCCCC[C@H](C)O2 | -1.5 | -17
CO[C@H]1CN(C)C(=O)c2cc(NC(=O)c3cnccn3)ccc2OC[C@H](C)N(C(C)=O)C[C@@H]1C | 0.3 | 2
O=C(C[C@H]1CC[C@H](NC(=O)c2ccc(F)cc2)[C@H](CO)O1)NCCc1ccncc1 | 0.2 | 0
O=C(Nc1ccc(F)cc1)N[C@@H]1CC[C@H](CC(=O)N2CCCCC2)O[C@H]1CO | 0.1 | -2

Grouped by structure, those above with a cyano group
SMILES | IDH1 R132H inh | EZH2 inh
CCC(=O)Nc1ccc2nc(SCc3ccccc3C#N)sc2c1 | 0.2 | 13
C[C@@H]1CN([C@@H](C)CO)C(=O)c2ccccc2-c2ccccc2CO[C@@H]1CN(C)S(=O)(=O)c1cccc(C#N)c1 | -0.6 | -7

(cont.)
SMILES | IDH1 R132H inh | EZH2 inh
Cc1ccc(S(=O)(=O)N(C)C[C@@H]2OCCCC[C@H](C)Oc3ccc(NC(=O)c4ccncc4)cc3C(=O)N([C@@H](C)CO)C[C@H]2C)cc1 | -8.1 | .
CC(=O)N(C)C[C@H]1Oc2cc(-c3ccccc3)ccc2S(=O)(=O)N([C@@H](C)CO)C[C@@H]1C | -0.7 | -9
C[C@@H]1CN([C@H](C)CO)C(=O)c2cccc(NS(=O)(=O)c3ccc(Cl)cc3)c2O[C@@H]1CN(C)Cc1ccc2c(c1)OCO2 | -1.7 | .
C[C@@H]1CN([C@H](C)CO)C(=O)Cc2cc(NC(=O)C3CC3)ccc2O[C@@H]1CN(C)Cc1ccc(C(=O)Nc2ccccc2N)cc1 | . | -24
C[C@H]1CN([C@@H](C)CO)S(=O)(=O)c2ccc(C#Cc3ccccc3F)cc2O[C@H]1CN(C)C(=O)Cc1cccnc1 | 16 | -19
C[C@H](CO)N1C[C@H](C)[C@H](CN(C)Cc2ccccc2)Oc2ccc(NC(=O)Cc3ccccc3)cc2C1=O | 1.2 | -6
C[C@@H]1CCCCO[C@@H](CN(C)C(=O)Nc2ccc3c(c2)OCO3)[C@@H](C)CN([C@H](C)CO)C(=O)c2cc(NC(=O)Cc3ccccc3)ccc2O1 | 0.7 | .
C[C@@H]1CCCCO[C@H](CN(C)C)[C@H](C)CN([C@@H](C)CO)C(=O)c2cc(N(C)C)ccc2O1 | 1.2 | -4
CO[C@H]1CN(C)C(=O)c2ccc(NC(=O)Nc3ccccc3)cc2OC[C@H](C)N(CC2CC2)C[C@H]1C | 0.1 | -18
C[C@@H]1CN([C@@H](C)CO)C(=O)c2cc(NC(=O)C3CCCCC3)ccc2O[C@H]1CN(C)C(=O)Nc1ccccc1 | -1.2 | 3
COCC#Cc1ccc2c(c1)O[C@@H](CN(C)S(=O)(=O)c1ccc(F)cc1)[C@@H](C)CN([C@H](C)CO)S2(=O)=O | -0.3 | .
COc1ccc2oc(-c3ccccc3)c(O)c(=O)c2c1 | 0.1 | .
OC(CNCc1ccco1)c1ccccc1 (stereo not drawn) | 2.2 | 8
COc1cccc(S(=O)(=O)Nc2ccc3c(c2)OC[C@H](C)NC[C@H](C)[C@H](OC)CN(C)C3=O)c1 | 0.0 | -11
Cc1ccc(S(=O)(=O)Nc2ccccc2CNc2cnc3ccccc3c2)cc1 | 0.0 | 33
COCC(=O)N1C[C@H](C)[C@H](OC)CN(C)C(=O)c2cc(NC(=O)c3cc(C)on3)ccc2OC[C@H]1C | 0.1 | -3
C[C@H](CO)N1C[C@H](C)[C@H](CN(C)C(=O)Nc2ccc(F)cc2)OCCCC[C@H](C)Oc2ccc(NC(=O)Nc3ccc4c(c3)OCO4)cc2C1=O | 4.7 | .
O=[N+]([O-])c1ccc(NCCNS(=O)(=O)c2ccc(Br)cc2)c(C(F)(F)F)c1 | -0.4 | 6
C[C@H](CO)N1C[C@H](C)[C@@H](CN(C)S(=O)(=O)c2ccc(F)cc2)Oc2ccc(NC(=O)NC3CCCCC3)cc2C1=O | . | -3
O=C(NC1CCCC1)N[C@@H]1CC[C@@H](CC(=O)N2CCOCC2)O[C@@H]1CO | 0.4 | -18
C[C@H](O)C#Cc1cnc2c(c1)C(=O)N([C@H](C)CO)C[C@@H](C)[C@H](CN(C)C(=O)Cc1ccccn1)O2 | . | 8
O=C(C[C@@H]1C[C@H]2c3cc(NC(=O)Nc4ccccc4F)ccc3O[C@H]2[C@H](CO)O1)NCc1ccc(Oc2ccccc2)cc1 | 0.1 | -8
CCCNC(=O)N[C@@H]1CC[C@H](CC(=O)NCCc2ccccc2)O[C@@H]1CO | 0.0 | -4
O=C(C[C@@H]1C[C@H]2c3cc(NC(=O)Nc4ccccc4)ccc3O[C@H]2[C@H](CO)O1)NC1CCCCC1 | 0.2 | 8
C[C@H](CO)N1C[C@H](C)[C@@H](CN(C)Cc2ccccc2)OCCCC[C@H](C)Oc2ccc(NC(=O)Nc3ccc(F)cc3)cc2C1=O | 1.1 | .
COc1ccc(NC(=O)Nc2ccc3c(c2)C(=O)N([C@@H](C)CO)C[C@H](C)[C@@H](CN(C)C(=O)CCC(F)(F)F)OCCCC[C@@H](C)O3)cc1 | 0.8 | .

Some of the compounds tested (hit frequency here may not be typical).
